Source: PubChem (several laboratories)
NR5A2 inv ag – LRH-1 (NR5A2) inverse agonists, primary screen, cell-based, luminescence, HEK293T, StAR-luciferase reporter. 0.13% of 360,000 active. LRH-1 transfected, 24 h. AID 602396, 2012. inhibition, % at 3.6 µM. Nuclear receptor subfamily 5 group A member 2 (Homo sapiens), O00482;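 active means inhibition above the mean inhibition of all tested compounds plus 3 SD, cut at about 73% in these data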;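 further: 0% = DMSO wells and 100% = reporter-only cells lacking LRH-1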
SRC1 inh – SRC1 coactivator transcriptional activity inhibitors, primary screen, cell-based, luminescence | inhibition, % at 3.6 µM | AID 588354, 2011 | HEK293 GAL4-SRC1 luciferase reporter | 0.12% of 360,000 active | Nuclear receptor coactivator 1 (Homo sapiens), Q15788;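 active means inhibition above the campaign mean plus 3 SD, with each screening campaign given its own cutoff, cut at about 60% in these data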;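 further: 0% = DMSO treated cells and 100% = gossypol at 36 µM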
Vif inh – HIV Vif self-association inhibitors, primary screen, imaging, HEK293T, single point; inhibition, % at 7.49 µM; HEK293T cells, Vif self-association by quenched fluorescence, 24 h; 0.35% of 340,000 active; in the data active means inhibition above about 50%, passing the limit was not always enough; further: some results filed as inactive read as strong as hits
NOD2 RIPK2 PPI – NOD2-RIPK2 binding disruptors in cells, primary screen, fluorescence, CHO cells, BLA complementation | Receptor-interacting serine/threonine-protein kinase 2 (Homo sapiens), O43353 | CCF4 ratio | inhibition, % at 4.98 µM | 0.38% of 360,000 active | AID 624267, 2012; in the data active means inhibition above about 21%;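 further: 0% = vehicle only and 100% = reference blocker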
NCOA3 inh – SRC3 coactivator transcriptional activity inhibitors, primary screen, cell-based, luminescence; HEK293 GAL4-SRC3 luciferase reporter; inhibition, % at 3.6 µM; 0.17% of 360,000 active; AID 588352, 2011;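 active means inhibition above a per-campaign cutoff, the mean of all compounds plus 3 SD, cut at about 60% in these data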;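 further: 0% = DMSO-treated cells and 100% = gossypol-treated cells at 36 µM; higher means less SRC3-driven luciferase light from the GAL4 reporter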
Target sequence (Q9Y6Q9 whole entry, looked up, the tested form may be a part): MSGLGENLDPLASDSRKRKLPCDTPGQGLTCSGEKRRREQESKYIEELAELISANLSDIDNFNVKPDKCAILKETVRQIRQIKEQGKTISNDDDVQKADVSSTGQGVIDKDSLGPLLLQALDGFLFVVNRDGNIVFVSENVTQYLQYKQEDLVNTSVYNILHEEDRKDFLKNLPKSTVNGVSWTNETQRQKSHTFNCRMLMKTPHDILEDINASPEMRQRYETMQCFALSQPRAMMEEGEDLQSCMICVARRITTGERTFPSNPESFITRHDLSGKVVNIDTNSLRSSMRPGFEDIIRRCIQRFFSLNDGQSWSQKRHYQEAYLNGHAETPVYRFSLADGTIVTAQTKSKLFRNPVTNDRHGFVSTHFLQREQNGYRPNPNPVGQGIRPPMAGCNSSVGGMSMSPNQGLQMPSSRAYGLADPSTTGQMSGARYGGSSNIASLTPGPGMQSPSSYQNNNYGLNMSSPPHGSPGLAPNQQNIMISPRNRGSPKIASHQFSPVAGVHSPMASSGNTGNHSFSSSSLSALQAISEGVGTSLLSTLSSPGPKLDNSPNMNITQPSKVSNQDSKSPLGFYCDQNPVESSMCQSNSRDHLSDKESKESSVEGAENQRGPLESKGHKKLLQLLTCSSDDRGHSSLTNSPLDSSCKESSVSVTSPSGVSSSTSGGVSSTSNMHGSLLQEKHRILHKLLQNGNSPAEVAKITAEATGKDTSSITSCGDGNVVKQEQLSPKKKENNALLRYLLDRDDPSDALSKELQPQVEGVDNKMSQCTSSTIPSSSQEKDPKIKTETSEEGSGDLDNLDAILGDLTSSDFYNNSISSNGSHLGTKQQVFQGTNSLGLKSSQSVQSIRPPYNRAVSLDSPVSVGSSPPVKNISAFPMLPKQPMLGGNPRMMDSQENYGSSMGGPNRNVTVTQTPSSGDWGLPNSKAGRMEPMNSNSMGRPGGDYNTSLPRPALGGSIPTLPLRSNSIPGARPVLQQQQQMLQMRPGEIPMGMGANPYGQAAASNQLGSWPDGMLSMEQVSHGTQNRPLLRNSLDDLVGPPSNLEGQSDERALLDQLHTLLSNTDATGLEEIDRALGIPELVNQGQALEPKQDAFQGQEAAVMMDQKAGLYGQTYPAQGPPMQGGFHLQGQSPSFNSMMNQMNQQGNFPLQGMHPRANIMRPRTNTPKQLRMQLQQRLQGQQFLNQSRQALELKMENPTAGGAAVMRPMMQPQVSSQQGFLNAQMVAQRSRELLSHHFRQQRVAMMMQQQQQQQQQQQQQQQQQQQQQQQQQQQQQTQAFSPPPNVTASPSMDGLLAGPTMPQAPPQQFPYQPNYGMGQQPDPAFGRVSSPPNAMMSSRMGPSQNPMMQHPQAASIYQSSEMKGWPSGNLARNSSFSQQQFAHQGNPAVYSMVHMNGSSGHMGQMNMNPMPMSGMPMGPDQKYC
COUP-TFII inh – NR2F2 transcriptional activity inhibitors, primary screen, cell-based, luciferase reporter, HEK293T, luminescence | COUP transcription factor 2 (Homo sapiens), P24468 | HEK293T NGFI-A luciferase reporter | inhibition, % at 8.6 µM | 0.7% of 370,000 active | AID 686940, 2013;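 active means inhibition above a per-plate cutoff, mean inhibition of test wells between control levels plus 3 SD, cut at about 38% in these data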;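 further: cells cotransfected with COUP-TFII expression vector driving the NGFI-A reporter; 0% = median of COUP-TF2 test wells and 100% = reporter-only cells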
NCOA2 inhibitor – inhibition of GAL4-SRC2 driven luciferase reporter, primary screen, SRC2 inhibitor project, cell-based, luminescence; Nuclear receptor coactivator 2 (Homo sapiens), Q15596; HEK293 GAL4-SRC2 luciferase reporter; inhibition, % at 9 µM; 0.17% of 370,000 active; AID 651957, 2012;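 active means inhibition above the mean inhibition of all tested compounds plus 3 SD, set per campaign, cut at about 52% in these data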;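 further: 0% = DMSO treated cells and 100% = cells given Gossypol at 36 µM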
TRAIL sens C8 – viability loss with TRAIL in NB7+C8 cells, primary screen, TRAIL sensitizer project, cell-based, ATPlite luminescence; inhibition (viability loss, TRAIL sensitization), % at 10 µM; 1% of 360,000 active; AID 624354, 2012;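 active means compounds causing at least 50% loss of cell viability in the single-dose screen, relative to plate controls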
EBV LMP1 NFkB – EBV LMP1-driven NF-kappaB luciferase reporter inhibitors, primary screen, cell-based, luminescence, single point; LMP1-induced NF-kappaB luciferase reporter cells; inhibition, % at 12.5 µM; 0.69% of 350,000 active; AID 504558, 2011; in the data active means inhibition above about 41%;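 further: 0% = neutral control wells and 100% = reference inhibitor control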
TROY signal inh – inhibitors of TROY-driven NF-kB signaling, primary screen, Q293 LMP1-TROYcd cells, NF-kB luciferase, uHTS | 0.98% of 360,000 active | inhibition, % at 10 µM | Q293 LMP1-TROYcd NF-kB luciferase reporter, 4 h;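 active means compounds whose plate-normalised and pattern-corrected inhibition of the luciferase reporter signal at the single screening dose is 50% or more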
TLR9-MyD88 inh – inhibitors of TLR9-MyD88 association in cells, primary screen, cell-based, CHO, BLA complementation, fluorescence | CCF4 FRET ratio | inhibition, % at 4.98 µM | Toll-like receptor 9 (Homo sapiens) + Myeloid differentiation primary response protein … | 0.21% of 340,000 active;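 active means inhibition above the mean over all tested compounds plus 3 SD, cut at about 21% in these data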;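 further: 0% = DMSO only wells and 100% = clavulanate BLA inhibitor control wells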
An asterisk follows results filed as active. Some of the compounds tested; count on the stated rates, not on these rows.

How did O=C(Cn1ncc2c([nH]c3ccccc32)c1=O)NCCc1ccccc1 do in these assays?
NR5A2 inv ag: 24; SRC1 inh: 6; Vif inh: 0; NOD2 RIPK2 PPI: -9; NCOA3 inh: 15; COUP-TFII inh: 5; NCOA2 inhibitor: 34; TRAIL sens C8: -17; EBV LMP1 NFkB: -5; TROY signal inh: -20; TLR9-MyD88 inh: 1

What do the screens show for `CCCn1c(C)cc(-c2csc(NC(=O)CCc3nc4ccccc4c(=O)[nH]3)n2)c1C`?
NR5A2 inv ag: 1; SRC1 inh: -15; Vif inh: -14; NOD2 RIPK2 PPI: -3; NCOA3 inh: -2; COUP-TFII inh: -5; NCOA2 inhibitor: 22; TRAIL sens C8: -15; EBV LMP1 NFkB: -1; TROY signal inh: 3; TLR9-MyD88 inh: -6

How did Cc1cc(NC(=O)C23CCC(C)(C(=O)O2)C3(C)C)no1 (centres undefined) do in these assays?
NR5A2 inv ag: -5; SRC1 inh: -2; Vif inh: 3; NOD2 RIPK2 PPI: -6; NCOA3 inh: 10; COUP-TFII inh: -2; NCOA2 inhibitor: -14; TRAIL sens C8: 3; EBV LMP1 NFkB: -6; TROY signal inh: 10; TLR9-MyD88 inh: -6

How did COc1cccc(N2CC(C(=O)Nc3nnc(SCC(=O)N4CCCC4)s3)CC2=O)c1 (centres undefined) do in these assays?
NR5A2 inv ag: 2; SRC1 inh: -21; Vif inh: 2; NOD2 RIPK2 PPI: -3; NCOA3 inh: -1; COUP-TFII inh: -6; NCOA2 inhibitor: -5; TRAIL sens C8: 6; EBV LMP1 NFkB: 1; TROY signal inh: 10; TLR9-MyD88 inh: -11

How did Cc1cc2cc(CN(CC3CCCO3)C(=S)NCc3ccco3)c(=O)[nH]c2cc1C (centres undefined) do in these assays?
NR5A2 inv ag: -8; SRC1 inh: -10; Vif inh: -1; NOD2 RIPK2 PPI: 10; NCOA3 inh: -3; COUP-TFII inh: 16; NCOA2 inhibitor: 12; TRAIL sens C8: -2; EBV LMP1 NFkB: -1; TROY signal inh: -5; TLR9-MyD88 inh: -4

How did Cc1cc(C(=O)Nc2cc(C)n(Cc3ccc(Cl)cc3)n2)no1 do in these assays?
NR5A2 inv ag: 41; SRC1 inh: -4; NOD2 RIPK2 PPI: 1; NCOA3 inh: -5; COUP-TFII inh: -1; NCOA2 inhibitor: -34; TRAIL sens C8: 5; EBV LMP1 NFkB: 7; TROY signal inh: -27; TLR9-MyD88 inh: 9

How did O=C(Nc1ccccc1)C1=C(O)CC(c2ccc(Cl)cc2)N2CCN=C12 (centres undefined) do in these assays?
NR5A2 inv ag: -26; SRC1 inh: -17; Vif inh: -3; NOD2 RIPK2 PPI: 0; NCOA3 inh: -9; COUP-TFII inh: -8; NCOA2 inhibitor: -37; TRAIL sens C8: -14; EBV LMP1 NFkB: 5; TROY signal inh: -20; TLR9-MyD88 inh: 0

What do the screens show for `CC(C)C[C@H](NC(=O)c1nc[nH]c1C(=O)N1CCNCC1)C(=O)OCc1ccccc1`?
NR5A2 inv ag: 5; SRC1 inh: 1; Vif inh: -3; NOD2 RIPK2 PPI: 2; NCOA3 inh: -3; COUP-TFII inh: -3; NCOA2 inhibitor: -4; TRAIL sens C8: -10; EBV LMP1 NFkB: -1; TROY signal inh: 0; TLR9-MyD88 inh: 0

Results for CCCn1c(SCC(=O)Nc2cc(S(=O)(=O)N3CCCCC3)ccc2C)n[nH]c1=O ?
NR5A2 inv ag: 17; SRC1 inh: -5; Vif inh: -11; NOD2 RIPK2 PPI: -3; NCOA3 inh: 10; COUP-TFII inh: 10; NCOA2 inhibitor: 6; TRAIL sens C8: -16; EBV LMP1 NFkB: 3; TROY signal inh: 7; TLR9-MyD88 inh: 1

What do the screens show for `O=C(Oc1cccc2c(OC(=O)N3CCCC3)cccc12)N1CCCC1`?
NR5A2 inv ag: -7; SRC1 inh: -25; Vif inh: -5; NOD2 RIPK2 PPI: -6; NCOA3 inh: -6; COUP-TFII inh: -2; NCOA2 inhibitor: -4; TRAIL sens C8: -13; EBV LMP1 NFkB: -8; TROY signal inh: -17; TLR9-MyD88 inh: 10

How did Cc1ccccc1-n1ncc2c1CC(C)(C)CC2NC(=O)c1ccncc1 (centres undefined) do in these assays?
NR5A2 inv ag: -2; SRC1 inh: -6; Vif inh: -6; NOD2 RIPK2 PPI: -1; NCOA3 inh: 6; COUP-TFII inh: -5; NCOA2 inhibitor: 1; TRAIL sens C8: 1; EBV LMP1 NFkB: 2; TROY signal inh: -15; TLR9-MyD88 inh: -1

Results for COCCOc1cc(Nc2nnc(C(F)(F)F)s2)c(Cl)cc1Cl ?
NR5A2 inv ag: 41; SRC1 inh: -6; Vif inh: -15; NOD2 RIPK2 PPI: 8; NCOA3 inh: -2; COUP-TFII inh: 19; NCOA2 inhibitor: -11; TRAIL sens C8: -10; EBV LMP1 NFkB: 0; TROY signal inh: 28; TLR9-MyD88 inh: 1

Results for COC(=O)[C@@]12C[C@@H](CC(=O)NCC34CC5CC(CC(C5)C3)C4)C(=O)N(CCc3ccc(OC)c(OC)c3)C1=CCC(C)(C)C2 ?
NR5A2 inv ag: -9; NOD2 RIPK2 PPI: 1; COUP-TFII inh: 3; NCOA2 inhibitor: -14; TRAIL sens C8: 25

How did O=C(c1cc(COc2ccc3ncccc3c2)on1)N1CCC(O)CC1 do in these assays?
NR5A2 inv ag: -7; SRC1 inh: -15; Vif inh: -5; NOD2 RIPK2 PPI: -3; NCOA3 inh: -19; COUP-TFII inh: 24; NCOA2 inhibitor: -22; TRAIL sens C8: 24; EBV LMP1 NFkB: 8; TROY signal inh: -3; TLR9-MyD88 inh: 17

What do the screens show for `CCC(=O)c1cn(CC(=O)Nc2ccccc2)c2ccccc12`?
NR5A2 inv ag: -16; SRC1 inh: -3; Vif inh: 4; NOD2 RIPK2 PPI: -6; NCOA3 inh: -27; COUP-TFII inh: -3; NCOA2 inhibitor: 7; TRAIL sens C8: -19; EBV LMP1 NFkB: 1; TROY signal inh: -6; TLR9-MyD88 inh: -4

How did CCOC(=O)C1=C(O)CCn2c1nc1ccccc12 do in these assays?
NR5A2 inv ag: -5; SRC1 inh: -10; Vif inh: -1; NOD2 RIPK2 PPI: -11; NCOA3 inh: -2; TRAIL sens C8: -2; EBV LMP1 NFkB: -6; TROY signal inh: 4; TLR9-MyD88 inh: -2

What do the screens show for `COC(=O)CSc1cc(C(F)(F)F)nc(-c2ccccn2)n1`?
NR5A2 inv ag: 9; SRC1 inh: 10; Vif inh: 11; NOD2 RIPK2 PPI: -4; NCOA3 inh: 8; COUP-TFII inh: -8; NCOA2 inhibitor: -21; TRAIL sens C8: 4; EBV LMP1 NFkB: -5; TROY signal inh: 11; TLR9-MyD88 inh: -12

Results for COC(=O)N/N=C/c1cc(C)n(-c2ccc(Br)cc2)c1C ?
NR5A2 inv ag: -3; SRC1 inh: -11; Vif inh: 1; NOD2 RIPK2 PPI: -5; NCOA3 inh: -16; COUP-TFII inh: 7; NCOA2 inhibitor: 25; TRAIL sens C8: 3; EBV LMP1 NFkB: 9; TROY signal inh: -5; TLR9-MyD88 inh: 0

How did CCC(=O)c1ccc(OCC(=O)NCc2ccccc2CN2CCCC2)cc1 do in these assays?
NR5A2 inv ag: -14; SRC1 inh: 0; Vif inh: 13; NOD2 RIPK2 PPI: 2; NCOA3 inh: 15; COUP-TFII inh: -4; NCOA2 inhibitor: -24; TRAIL sens C8: 12; EBV LMP1 NFkB: -3; TROY signal inh: 25; TLR9-MyD88 inh: -6

What do the screens show for `O=C(CN1CCCCC1)Nc1ccc(C(F)(F)F)cc1Cl`?
NR5A2 inv ag: 12; SRC1 inh: 10; Vif inh: 2; NOD2 RIPK2 PPI: -3; NCOA3 inh: -3; COUP-TFII inh: 6; NCOA2 inhibitor: -13; TRAIL sens C8: 5; EBV LMP1 NFkB: -2; TROY signal inh: 0; TLR9-MyD88 inh: 3

How did CN1CCN(NC(=O)/C=C/c2ccc(Br)cc2)CC1 do in these assays?
NR5A2 inv ag: -5; SRC1 inh: -22; NOD2 RIPK2 PPI: 1; NCOA3 inh: -37; COUP-TFII inh: -48; NCOA2 inhibitor: -16; TRAIL sens C8: -2; EBV LMP1 NFkB: -6; TROY signal inh: -23; TLR9-MyD88 inh: -5

Results for Cn1nc(C(=O)NNC(=O)c2cccc(Cl)c2)ccc1=O ?
NR5A2 inv ag: 4; SRC1 inh: -7; Vif inh: 17; NOD2 RIPK2 PPI: 4; NCOA3 inh: 8; COUP-TFII inh: -10; NCOA2 inhibitor: -32; TRAIL sens C8: -13; EBV LMP1 NFkB: 1; TROY signal inh: -3; TLR9-MyD88 inh: 5

What do the screens show for `O=C(NCc1ccccc1)Nc1cccn(Cc2ccc(Cl)cc2)c1=O`?
NR5A2 inv ag: 14; SRC1 inh: -1; Vif inh: 1; NOD2 RIPK2 PPI: -3; NCOA3 inh: 7; COUP-TFII inh: 6; NCOA2 inhibitor: -1; TRAIL sens C8: -3; EBV LMP1 NFkB: -2; TROY signal inh: -2; TLR9-MyD88 inh: -1

How did CN(Cc1nccn1C)C(=O)c1ccc2nc(Cc3ccccc3F)oc2c1 do in these assays?
NR5A2 inv ag: -53; SRC1 inh: -45; Vif inh: -3; NOD2 RIPK2 PPI: -10; NCOA3 inh: -60; COUP-TFII inh: -29; NCOA2 inhibitor: -10; TRAIL sens C8: 15; EBV LMP1 NFkB: -28; TROY signal inh: -58; TLR9-MyD88 inh: -3

Among those listed so far, two contain bromine:
Results for COC(=O)N/N=C/c1cc(C)n(-c2ccc(Br)cc2)c1C ?
NR5A2 inv ag: -3; SRC1 inh: -11; Vif inh: 1; NOD2 RIPK2 PPI: -5; NCOA3 inh: -16; COUP-TFII inh: 7; NCOA2 inhibitor: 25; TRAIL sens C8: 3; EBV LMP1 NFkB: 9; TROY signal inh: -5; TLR9-MyD88 inh: 0

How did CN1CCN(NC(=O)/C=C/c2ccc(Br)cc2)CC1 do in these assays?
NR5A2 inv ag: -5; SRC1 inh: -22; NOD2 RIPK2 PPI: 1; NCOA3 inh: -37; COUP-TFII inh: -48; NCOA2 inhibitor: -16; TRAIL sens C8: -2; EBV LMP1 NFkB: -6; TROY signal inh: -23; TLR9-MyD88 inh: -5
